# Assay outcomes (PubChem BioAssay)
# SKN-1 block: suppressors of acrylamide-induced Pgst-4::GFP reporter in worms, primary screen, SKN-1 inhibitor project, whole organism, uHTS, GFP/RFP fluorescence ratio, strain VP596; C. elegans VP596 Pgst-4::GFP/RFP ratio, 24 h; inhibition, % at 21.8 µM; hit rate 0.49% among 360,000; AID 624304, 2012;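 active means interference check ratio from 0.5 to 1.5 plus GFP to RFP signal ratio inhibition reaching or exceeding a fixed threshold, cut at about 30% in these data, passing the limit was not always enough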; further: some compounds called inactive have numbers as strong as hits
# Rin1 Abl inh: inhibitors of Rin1-Abl protein binding, primary screen, biochemical, TR-FRET; Tyrosine-protein kinase ABL1 (Homo sapiens) + Ras and Rab interactor 1 (Homo sapiens), …; AID 588664, 2011; inhibition, % at 7.35 µM; hit rate 0.4% among 360,000; in the data active means inhibition above about 5%, passing the limit was not always enough
# Neddyl block: inhibitors of cullin neddylation, primary screen, biochemical, TR-FRET, uHTS, NAE and Ubc12. NEDD8-conjugating enzyme Ubc12 (Homo sapiens) + NEDD8-activating enzyme E1 regulatory …. calls only at 25 µM. hit rate 0.58% among 360,000. AID 651699, 2012; in the data active means inhibition above about 36%
# MT1-MMP act inh: blockers of MT1-MMP proenzyme processing, primary screen, HT1080 RFP-PRO-GFP cells, GFP/RFP fluorescence; AID 651647, 2012; GFP/RFP ratio change, % at 20 µM; hit rate 0.061% among 360,000; GFP/RFP ratio fluorescence, overnight; percent of plate control window, DMSO zero; Matrix metalloproteinase-14 (Homo sapiens), P50281;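 active means GFP/RFP ratio change of at least 30% with cell ATP level not reduced by more than half and red fluorescence within 50% of control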; further: strong numbers were not always called active
#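 Compound: 20 µM single dose, 1% DMSO / System: HT1080 RFP-PRO-GFP cells / Controls: DMSO and RFP-L50D-GFP cell wells / Read-out basis: GFP/RFP fluorescence ratio / Schedule: overnight compound exposure at 37 °C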
# FAS-TE inh: FAS thioesterase domain inhibitors, primary screen, biochemical, fluorescence intensity, uHTS; recombinant FAS-TE, OMFH fluorogenic substrate, fluorescence endpoint; hit rate 0.67% among 360,000; inhibition, % at 15 µM; AID 602261, 2012;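 active means compounds whose normalised, plate-corrected inhibition of enzyme fluorescence in the single-dose primary screen is 50% or more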;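 further: 0% = DMSO with enzyme and 100% = substrate without enzyme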
# Target sequence (P49327 whole entry, looked up, the tested form may be a part): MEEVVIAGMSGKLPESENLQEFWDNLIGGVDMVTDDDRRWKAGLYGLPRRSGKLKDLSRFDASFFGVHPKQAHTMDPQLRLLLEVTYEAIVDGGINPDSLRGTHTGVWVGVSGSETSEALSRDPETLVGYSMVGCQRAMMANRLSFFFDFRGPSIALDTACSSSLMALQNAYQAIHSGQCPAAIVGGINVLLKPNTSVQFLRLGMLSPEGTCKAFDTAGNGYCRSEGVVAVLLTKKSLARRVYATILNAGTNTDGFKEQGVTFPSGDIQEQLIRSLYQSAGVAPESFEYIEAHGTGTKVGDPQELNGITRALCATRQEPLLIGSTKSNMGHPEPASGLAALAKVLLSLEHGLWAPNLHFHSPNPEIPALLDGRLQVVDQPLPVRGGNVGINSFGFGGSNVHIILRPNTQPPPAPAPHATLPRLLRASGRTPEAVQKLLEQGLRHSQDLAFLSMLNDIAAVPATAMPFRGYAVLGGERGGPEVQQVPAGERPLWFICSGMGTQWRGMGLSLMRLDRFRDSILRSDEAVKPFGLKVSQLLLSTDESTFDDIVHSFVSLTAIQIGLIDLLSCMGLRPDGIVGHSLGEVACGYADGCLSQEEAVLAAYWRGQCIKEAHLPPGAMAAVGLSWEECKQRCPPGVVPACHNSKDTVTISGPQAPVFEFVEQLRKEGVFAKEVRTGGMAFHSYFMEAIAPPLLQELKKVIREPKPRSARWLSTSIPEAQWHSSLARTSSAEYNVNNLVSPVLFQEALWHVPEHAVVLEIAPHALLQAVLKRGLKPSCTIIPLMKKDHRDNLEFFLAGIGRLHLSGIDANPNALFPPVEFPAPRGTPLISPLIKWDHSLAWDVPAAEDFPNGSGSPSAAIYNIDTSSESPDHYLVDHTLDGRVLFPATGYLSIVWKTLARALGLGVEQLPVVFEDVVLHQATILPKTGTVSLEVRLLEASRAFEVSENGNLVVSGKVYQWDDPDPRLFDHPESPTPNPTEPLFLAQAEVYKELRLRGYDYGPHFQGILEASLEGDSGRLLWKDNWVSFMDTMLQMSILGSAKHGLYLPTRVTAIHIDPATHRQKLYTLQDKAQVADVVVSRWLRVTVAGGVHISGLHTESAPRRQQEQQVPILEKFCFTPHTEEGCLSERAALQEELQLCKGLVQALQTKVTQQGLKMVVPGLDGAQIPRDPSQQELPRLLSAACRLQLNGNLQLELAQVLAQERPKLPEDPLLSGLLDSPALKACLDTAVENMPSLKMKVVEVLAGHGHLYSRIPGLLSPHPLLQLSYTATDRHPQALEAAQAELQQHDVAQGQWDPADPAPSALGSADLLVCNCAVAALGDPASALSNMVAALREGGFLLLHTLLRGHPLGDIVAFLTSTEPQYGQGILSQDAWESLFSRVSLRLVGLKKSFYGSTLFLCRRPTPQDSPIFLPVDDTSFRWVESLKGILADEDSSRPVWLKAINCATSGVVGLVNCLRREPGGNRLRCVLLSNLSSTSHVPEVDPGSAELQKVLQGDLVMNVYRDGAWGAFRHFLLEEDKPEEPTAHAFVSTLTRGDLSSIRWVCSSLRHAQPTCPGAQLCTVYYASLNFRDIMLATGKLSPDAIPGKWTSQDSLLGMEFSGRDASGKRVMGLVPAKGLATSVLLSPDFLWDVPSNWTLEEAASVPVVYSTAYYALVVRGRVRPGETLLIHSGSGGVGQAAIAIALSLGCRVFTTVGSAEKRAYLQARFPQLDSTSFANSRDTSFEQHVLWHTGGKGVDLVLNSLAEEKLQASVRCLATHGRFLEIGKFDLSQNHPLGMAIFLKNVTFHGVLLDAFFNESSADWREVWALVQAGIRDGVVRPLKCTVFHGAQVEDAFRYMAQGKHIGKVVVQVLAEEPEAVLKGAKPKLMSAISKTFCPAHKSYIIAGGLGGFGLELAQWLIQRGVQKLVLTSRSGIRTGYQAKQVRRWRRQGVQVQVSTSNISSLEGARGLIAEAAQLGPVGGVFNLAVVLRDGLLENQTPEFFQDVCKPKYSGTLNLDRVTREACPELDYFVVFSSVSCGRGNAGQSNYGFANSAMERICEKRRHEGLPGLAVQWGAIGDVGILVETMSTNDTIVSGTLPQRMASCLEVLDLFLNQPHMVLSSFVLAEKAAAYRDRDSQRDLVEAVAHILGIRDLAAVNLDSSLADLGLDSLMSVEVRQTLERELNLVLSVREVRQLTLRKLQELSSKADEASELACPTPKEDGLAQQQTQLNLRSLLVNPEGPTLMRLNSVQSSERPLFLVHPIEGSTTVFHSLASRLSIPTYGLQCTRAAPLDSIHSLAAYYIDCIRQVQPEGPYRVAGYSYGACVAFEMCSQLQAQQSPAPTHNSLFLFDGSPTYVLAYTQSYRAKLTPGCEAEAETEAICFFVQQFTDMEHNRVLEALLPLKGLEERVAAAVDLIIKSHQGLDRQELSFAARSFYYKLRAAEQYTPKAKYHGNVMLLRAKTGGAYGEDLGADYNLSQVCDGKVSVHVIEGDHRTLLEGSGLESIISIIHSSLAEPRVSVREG
# NadD block: inhibitors of S. aureus NadD, primary screen, biochemical, colorimetric, uHTS. hit rate 0.78% among 360,000. inhibition, % at 20 µM. Nicotinate-nucleotide adenylyltransferase NadD (Staphylococcus aureus N315). purified NadD enzyme, colorimetric absorbance read-out; in the data active means inhibition above about 26%; further: some compounds past the cut are filed as inactive
# MLLE-PAM2 inh: inhibitors of PABP1 MLLE–PAM2 peptide binding, primary screen, biochemical, fluorescence polarization, FITC-PAM2, GST-MLLE; hit rate 0.36% among 360,000; Polyadenylate-binding protein 1 (Homo sapiens), P11940; inhibition, % at 20 µM; in the data active means inhibition above about 35%, passing the limit was not always enough;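 further: plate controls were DMSO wells with GST-MLLE for no effect and wells lacking GST-MLLE protein for full effect; some results filed as inactive read as strong as hits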
# Rpn11 block: Rpn11 (PSMD14) deubiquitinase inhibitors, primary screen, biochemical, fluorescence polarization, uHTS. human 26S proteasome, Ub4-pepOG fluorescence polarization; 20S core pre-blocked with epoxomicin. calls only at 20 µM. hit rate 0.59% among 360,000;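 active means inhibition at 20 µM, scaled to each plate's controls, above about 33%, limit read from the data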
# CSN inh: inhibitors of CSN-mediated cullin deneddylation, primary screen, biochemical, fluorescence polarization, uHTS; COP9 signalosome complex subunit 5 (Homo sapiens), Q92905; Purified CSN, SCF-Nedd8-OG deneddylation; inhibition, % at 12.5 µM; hit rate 0.38% among 360,000; AID 651999, 2013;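 active means pattern-corrected inhibition above about 35%, with an unprinted fluorescence ratio check between 0.5 and 1.5, limit read from the data, passing the limit was not always enough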;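 further: 0% = enzyme with substrate and 100% = substrate without enzyme; some results filed as inactive read as strong as hits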
#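 Material: purified human Csn5 enzyme expressed in HEK293T cells / Medium: Tris buffer pH 7.5, NaCl, DTT, Tween-20, trehalose, ovalbumin / Compound dosing: 12.5 µM single point / Schedule: 90 min incubation of compound, enzyme and substrate at room temperature / Signal: fluorescence polarization of the substrate / Control set: no-enzyme wells high, enzyme-with-substrate wells low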
# * = called active by the depositor; i = inactive; . = no result given. Rows were taken by chance; 3.9% or so of the library scored in one or more.
SMILES,SKN-1 block,Rin1 Abl inh,Neddyl block,MT1-MMP act inh,FAS-TE inh,NadD block,MLLE-PAM2 inh,Rpn11 block,CSN inh
COc1ccc(Nc2nc(N)nc(CSC(=S)N3CCN(C)CC3)n2)cc1,3,-2,i,5,-10,-3,7,i,0
CCCCOc1cccc(C(=O)NC(=S)Nc2ccc(Cl)c(C(=O)O)c2)c1,-4,4,i,-5,27,-6,31,i,0
Cc1nn(C)cc1/C=C/C(=O)c1ccccc1,-15,-1,i,1,-4,-5,6,i,-2
CCOc1ncccc1C(=O)OCC(=O)Nc1cc(S(=O)(=O)N2CCCCC2)ccc1Cl,16,-2,i,1,19,0,14,i,-3
O=C(NCc1ccco1)c1nnc(Cc2ccc(Cl)cc2)o1,-6,0,i,3,1,2,3,i,5
CCOc1ccc(-c2nc(CSCC(=O)NCCCN3CCCC3=O)c(C)o2)cc1,11,6,i,1,-4,1,3,i,-1
O=C(CSc1ncccn1)Nc1cccc2ccccc12,0,-1,i,1,-6,2,-4,i,-4
COc1ccc(N(CC(=O)N/N=C/c2cc(Br)c(C)o2)S(=O)(=O)c2ccc(NC(C)=O)cc2)cc1,-5,-1,i,-2,24,11,-14,i,2
O=C(Nc1cc(-c2ccccc2)nn1-c1ccccc1)c1ccccc1F,-5,5,i,-4,24,-10,-3,i,-1
O=C(COc1ccc([N+](=O)[O-])cc1)Nc1ccc(N2CCN(C(=O)c3ccco3)CC2)cc1,-1,-5,i,-2,14,10,-11,i,-1
CCN(CC)C(=O)COc1cc(C)cc2oc(=O)cc(-c3ccccc3)c12,9,-4,i,1,8,-3,7,i,3
O=C(O)CSCC(=O)N1CCN(S(=O)(=O)c2cc(Cl)cc(Cl)c2)CC1,9,1,i,0,-2,0,2,i,4
CC(C)OCCCNC(=O)CCc1nc(-c2ccccc2)no1,3,1,i,0,-8,0,-15,i,3
Cc1nn(Cc2ccc(Cl)cc2Cl)c(C)c1NC(=O)c1ccc(COc2cc(Cl)ccc2Cl)o1,5,-1,i,2,17,23,-8,i,-4
CC(=O)N1c2ccc(S(=O)(=O)N3CCC(C(=O)NCc4ccc(C)cc4)CC3)cc2CC1C (stereo not given),-3,3,i,3,-5,4,0,i,-1
Cc1nn(C)cc1CN(C)C(=O)C1CCC(=O)N(CCc2cccc(F)c2)C1 (stereo not given),0,0,i,-1,-4,4,-9,i,-2
O=c1[nH]c(Cc2ccccn2)nc2scc(-c3ccc(Cl)cc3)c12,6,-1,i,-15,6,21,-16,i,7
Cc1ccc(C)c(CN2C(=O)C(C)Oc3ccc(C)cc32)c1 (stereo not given),12,-1,i,-3,5,-7,-1,i,-5
CC(=O)N1N=C(c2ccc(NS(C)(=O)=O)cc2)CC1c1ccc2nccnc2c1 (stereo not given),3,-1,i,-5,-5,1,-4,i,3
COc1ccc(C(C(=O)NC2CCCC2)N(Cc2ccccc2)C(=O)c2nsc(Cl)c2Cl)cc1 (stereo not given),5,0,i,-48,30,-8,-3,i,0
CCN(CC)S(=O)(=O)c1cccc(NN=c2c(=O)c3ccccc3c2=O)c1,-6,-3,i,2,-3,-3,8,i,-2
O=C(COC(=O)c1cc([N+](=O)[O-])ccc1N1CCOCC1)c1ccc(OC(F)F)cc1OC(F)F,-6,-1,i,1,48,-7,0,i,-3
COc1ccc(CN2CCCC(C(=O)Nc3cccc(-n4cnnn4)c3)C2)c(C)c1C (stereo not given),3,-1,i,3,-2,1,2,i,1
O=C(CCN1CCOCC1)Nc1ccccc1,5,1,i,1,-7,-2,2,i,-2
O=C(C1=C[C@H](c2ccc3c(c2)OCO3)C[C@H](OCc2ccc(CO)cc2)O1)N1CCN(Cc2ccc3c(c2)OCO3)CC1,-2,-1,i,-2,14,1,-4,i,0
# Next compounds.
SMILES,SKN-1 block,Rin1 Abl inh,Neddyl block,MT1-MMP act inh,FAS-TE inh,NadD block,MLLE-PAM2 inh,Rpn11 block,CSN inh
O=C(COc1cc2oc(=O)c3c(c2cc1Cl)CCC3)Nc1cccnc1,16,-3,i,-1,-5,0,-10,i,3
CN(Cc1ccc2nsnc2c1)C(=O)C1CCC(=O)N(CCc2ccccc2)C1 (stereo not given),-1,-3,i,5,-4,-2,1,i,-4
CCC(C)NS(=O)(=O)c1ccc(OCC(=O)NCc2ccc(OC)cc2)cc1 (stereo not given),7,2,i,-1,-4,2,17,i,16
CC(=O)c1cccc(N(C(=O)c2cnccn2)C(C(=O)NCc2ccccc2)c2ccco2)c1 (stereo not given),-5,-1,i,-3,-8,-1,-6,i,0
COc1ccc(CC(=O)Nc2nc(-c3cc(OC)ccc3OC)cs2)cc1,9,1,i,-3,25,-4,-8,i,-3
Cc1ccc2c(c1)nnn2C1CCN(S(=O)(=O)c2ccc(C(=O)N3CC(C)CC(C)C3)cc2)CC1 (stereo not given),7,0,i,-6,31,12,-1,i,-2
CN(CCOc1ccccc1)C(=O)c1ccc(N2CCCC2)c([N+](=O)[O-])c1,-7,-1,i,-1,-1,-8,-8,i,1
CCCNc1nc2c(c(=O)[nH]c(=O)n2C)n1CCC(C)C,-34,4,i,2,-10,-6,7,i,8
COc1ccc(N(C(C)C(=O)NN=C2CCCCCCC2)S(C)(=O)=O)cc1 (stereo not given),3,-2,i,-1,2,-1,-9,i,4
CC(C)Sc1n[nH]c(=O)n1-c1cccc(C(F)(F)F)c1,-12,-3,i,0,-6,-4,-10,i,-3
OCC1(CO)COC2(CCCC2)N1,-10,-4,i,3,-8,-2,3,i,3
COc1ccc(/C=N/n2c(N)c(S(=O)(=O)c3cccs3)c3nc4ccccc4nc32)cc1OC,-4,-4,.,-2,47,15,-3,i,-3
O=C(/C=C/N1CCOCC1)c1ccc(-c2ccccc2)cc1,4,-1,i,5,-2,-1,11,i,14
Cn1nc(C(=O)NC(C)(C)C)c2ccccc21,-9,4,i,-1,-4,0,-15,i,2
CC1(C)NC(=O)N(CCC(=O)Nc2cc(C(F)(F)F)ccc2Cl)C1=O,-6,0,i,8,-9,0,-33,i,-2
CCN1C(=O)C2(C(C(=O)c3ccc(C)o3)=C(O)C(=O)N2CCCN(C)C)c2ccccc21 (stereo not given),-16,-1,i,1,-6,-4,3,i,-4
CCCCn1c(N)c(N(CCOC)C(=O)c2oc3ccc(OC)cc3c2C)c(=O)[nH]c1=O,-11,-1,i,-1,-7,-3,0,i,-4
Cc1cc(C(=O)NC2CCCc3c2cnn3-c2cc(F)cc(F)c2)nn1C (stereo not given),8,2,i,1,-4,5,-2,i,2
Cc1c(/C=N/NC(=O)c2cc(=O)[nH]c(=O)[nH]2)c2ccccn2c1C(=O)c1ccccc1,12,-6,i,6,-3,23,0,i,0
COc1ccc(C(=O)N/C(=C/c2ccco2)C(=O)NC2CCS(=O)(=O)C2)cc1 (stereo not given),14,6,i,2,-3,1,13,i,28
COC(=O)C1CCN(C(=O)CN(C)Cc2ccc(C(C)(C)C)cc2)CC1,7,2,i,2,-1,-3,-35,i,-2
O=C(Cn1cnc2cc([N+](=O)[O-])ccc2c1=O)N(Cc1ccccc1)C1CCS(=O)(=O)C1 (stereo not given),17,-1,i,0,57*,2,-23,i,-2
CCC(C)NC(=O)c1ccc(CNS(=O)(=O)c2ccc3c(c2)C(C)(C)C(=O)N3C)cc1 (stereo not given),11,-2,i,-1,0,-3,-3,i,-6
CCOc1ncccc1C(=O)OCC(=O)N(CC(C)C)C1CCS(=O)(=O)C1 (stereo not given),-2,-1,i,2,-6,1,-6,i,-1
CC(=O)Nc1c(C(N)=O)oc2ccc(Cl)cc12,18,-1,i,2,-3,1,-10,i,-4
# Continuation:
SMILES,SKN-1 block,Rin1 Abl inh,Neddyl block,MT1-MMP act inh,FAS-TE inh,NadD block,MLLE-PAM2 inh,Rpn11 block,CSN inh
CCN(c1ccccc1C(=O)O)S(=O)(=O)c1cccc2nsnc12,11,0,i,-2,-3,-9,23,i,-5
CCCOc1ccccc1/C=C(\C#N)C(=O)Nc1cccnc1,-1,2,i,0,13,-2,5,i,-1
O=C(c1cccs1)N1CCCN(c2ncnc3scc(-c4ccccc4)c23)CC1,-18,-1,i,-3,10,7,9,i,1
CSCCNCc1c(C(=O)N2CCOCC2)nc2c(C)cccn12,-13,0,i,-1,-8,-3,15,i,0
COc1ccc(S(=O)(=O)N2CCCC(C(=O)NCCCn3ccnc3)C2)cc1OC (stereo not given),0,0,i,3,-6,-2,-6,i,3
O=c1cc(O)c2ccccc2[nH]1,-9,3,i,-3,-1,-2,-2,i,-19
CCc1nc(NCCCN2CCOCC2)c2oc3ccccc3c2n1,22,0,i,1,1,4,0,i,2
CC(C)(C)C(=O)C(CO)(Oc1ccc(Cl)cc1)n1cncn1 (stereo not given),19,0,i,6,-2,2,8,i,-2
COc1ccc2c(c1)c(C(=O)CN1CCCCC1)c(C)n2C,11,-2,i,4,-4,-9,-14,i,100
CSc1ccccc1NC(=O)Cn1nc([N+](=O)[O-])c(Cl)c1C,-1,2,i,1,8,5,2,i,-20
Nc1ccccc1SCc1cn2ccccc2n1,-5,0,i,1,-10,-7,12,i,-2
COc1ccc(NC2=NCC(=O)N2c2ccccc2F)c(OC)c1,14,-1,i,0,-7,-2,6,i,0
O=C(CN1C(=O)COc2ccccc21)NCCCN1CCCC1,5,2,i,2,-4,-1,-5,i,2
Cc1cccc(NC(=O)C2COc3ccccc3O2)c1 (stereo not given),18,3,i,3,0,-4,-2,i,-2
COc1ccc(NC(=O)C2(C)CCN2C(=O)Cc2ccccc2)cc1OC (stereo not given),-6,1,i,1,-5,-2,-3,i,-5
COc1cc(-c2nn3c(C4CCCCC4)nnc3s2)cc(OC)c1OC,6,-2,i,-4,-1,-3,4,i,5
C[C@H](CO)N1C[C@H](C)[C@@H](CN(C)S(=O)(=O)c2ccccc2)OCCCC[C@H](C)Oc2ccc(NC(=O)CCC(F)(F)F)cc2C1=O,-18,1,i,.,-3,6,-14,i,-4
CC1Cc2ccccc2N1C(=O)CN1CCC(C(N)=O)CC1 (stereo not given),-6,-5,i,5,-2,0,10,i,1
CCOc1ccc(N/C(N)=N/c2nc(CSc3nnc(C)s3)cc(=O)[nH]2)cc1,-3,-2,i,18,-6,-3,2,i,-2

# Another view of some results above.
Molecule	SKN-1 block	Rin1 Abl inh	Neddyl block	MT1-MMP act inh	FAS-TE inh	NadD block	MLLE-PAM2 inh	Rpn11 block	CSN inh
O=C(CCN1CCOCC1)Nc1ccccc1	5	1	i	1	-7	-2	2	i	-2
CC(=O)N1c2ccc(S(=O)(=O)N3CCC(C(=O)NCc4ccc(C)cc4)CC3)cc2CC1C (stereo not given)	-3	3	i	3	-5	4	0	i	-1
O=C(c1cccs1)N1CCCN(c2ncnc3scc(-c4ccccc4)c23)CC1	-18	-1	i	-3	10	7	9	i	1
